Screening results (PubChem BioAssay)
MRP1 act: H69AR viability gain despite doxorubicin, primary screen, MRP-1 activator project, H69AR cells, CellTiter-Glo | viability rescue | viability increase, % at 10 µM | 140,000 tested, 0.61% active | AID 799, 2007;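 active = viability gain under doxorubicin at or above a set limit, the compound median plus 3 SD, cut at about 4.7% in these data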;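 note: MRP-1 overexpressing cells given doxorubicin 25 µM after compound pretreatment; 18-22 h compound pretreatment then 72 h with doxorubicin before readout; 0% = doxorubicin-only wells and 100% = vehicle-treated cells without doxorubicin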
GALR2 antag: GALR2 antagonists in receptor-expressing cells, primary screen | antagonist mode | inhibition, % at 4 µM | 140,000 tested, 0.39% active; in the data active = inhibition above about 27%;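 note: cells stimulated with galanin 1-16 at roughly its EC80; 0% = agonist challenge control and 100% = basal control without agonist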
Target sequence (O43603 whole entry, looked up): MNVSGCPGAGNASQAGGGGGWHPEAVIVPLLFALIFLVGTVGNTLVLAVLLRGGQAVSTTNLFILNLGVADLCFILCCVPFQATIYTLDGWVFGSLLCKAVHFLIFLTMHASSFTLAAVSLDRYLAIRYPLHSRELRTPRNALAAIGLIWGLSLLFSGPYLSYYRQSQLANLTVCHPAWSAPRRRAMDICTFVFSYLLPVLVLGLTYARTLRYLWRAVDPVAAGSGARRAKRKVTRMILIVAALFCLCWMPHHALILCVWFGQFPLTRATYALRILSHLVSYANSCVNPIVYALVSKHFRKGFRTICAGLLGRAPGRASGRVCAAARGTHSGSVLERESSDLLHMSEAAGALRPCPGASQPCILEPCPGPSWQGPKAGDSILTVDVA
Yeast lifespan up: compounds extending yeast replicative lifespan, primary screen, S. cerevisiae, OD615; S. cerevisiae growth with nicotinamide; deaD strain in restrictive glucose medium; inhibition of the nicotinamide effect, % at 10 µM; 130,000 tested, 0.68% active;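 active = inhibition above a set limit, placed 3 SD over the median of all compounds, cut at about 26% in these data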;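 note: 0% = nicotinamide-treated wells and 100% = cells grown without nicotinamide; some compounds called inactive have numbers as strong as hits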
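Measured by: optical density (absorbance) at 615 nm; System: modified budding yeast, DeaD strain; Medium: restrictive CSMM-D dextrose medium; Timing: 4 h preincubation then 48 h treatment at 30 °C.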
Phagocyt inh: inhibitors of macrophage phagocytosis, primary screen, imaging, J774A.1 cells, IgG beads. J774A.1 macrophage IgG-bead phagocytosis. inhibition, % at 5 µM. 110,000 tested, 0.07% active;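 active = inhibition above the mean of the plate negative controls plus 5 SD, cut at about 13% in these data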;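 note: phagocytic index as fraction of beads internalized from green versus red external bead signal; plate controls were DMSO negative control for no effect and cytochalasin-D positive control for full effect; some results beyond the cut were filed as inactive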
E-sel TNF inh: E-selectin induction blockers in HUVEC – imaging, immunofluorescence, high content, primary screen; HUVEC TNFa-induced E-selectin immunofluorescence; inhibition, % at 2 µM; 120,000 tested, 0.71% active; AID 1246, 2008;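 active = inhibition above the batch mean plus 3 SD, and confirmed as a hit on visual image review, cut at about 43% in these data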;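 note: 0% = TNF-stimulated DMSO wells and 100% = unstimulated control wells; not every result past the cut was called active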
HCT116 bCat-KO: primary screen for growth suppressors in beta-catenin knockout HCT116 cells (colon tumor, human); HCT116 beta-catenin knockout viability, CellTiter-Glo, 60 h; stronger effect = lower value; viability, % at 10 µM; 140,000 tested, 1.5% active;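 active = viability at or under a set limit, the compound median less 4 SD, cut at about 6% in these data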;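 note: 0% = Hyamine 1622 control at 20 µM and 100% = untreated cell control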
Measles CPE: compounds protecting cells from measles virus cytopathic effect, primary screen, measles RdRp inhibitor project, single point, MLSMR library, absorbance. Measles virus-infected cells, CPE protection. 140,000 tested, 1.5% active. AID 841, 2007. protection (pct of control), % at 4 µM; in the data active = protection mostly above about 24%, no sharp cut-off; inactive = mostly below about 26%; note: some compounds called inactive have numbers as strong as hits
PTEN del growth: growth suppression of PTEN-null HCT116, primary screen, cell-based, CellTiter-Glo | viability, % at 10 µM | 140,000 tested, 1.2% active | AID 827, 2007 | HCT116 PTEN-null viability, 60 h; stronger effect = lower value;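 active = viability at or below a set limit, 4 SD under the median of all tested compounds, cut at about 3.7% in these data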;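 note: PTEN knockout HCT116 line with beta catenin targeted HCT116 as companion control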
NPY-Y2 antag: NPY-Y2 receptor antagonists, primary screen, cell-based; AID 793, 2007; NPY-Y2 expressing cells, antagonist mode; 140,000 tested, 0.99% active; Neuropeptide Y receptor type 2 (Homo sapiens), P49146; inhibition, % at 2.7 µM; in the data active = inhibition above about 17%;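 note: 0% = vehicle with agonist challenge and 100% = reference antagonist with challenge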
Target sequence (P49146 whole entry, looked up): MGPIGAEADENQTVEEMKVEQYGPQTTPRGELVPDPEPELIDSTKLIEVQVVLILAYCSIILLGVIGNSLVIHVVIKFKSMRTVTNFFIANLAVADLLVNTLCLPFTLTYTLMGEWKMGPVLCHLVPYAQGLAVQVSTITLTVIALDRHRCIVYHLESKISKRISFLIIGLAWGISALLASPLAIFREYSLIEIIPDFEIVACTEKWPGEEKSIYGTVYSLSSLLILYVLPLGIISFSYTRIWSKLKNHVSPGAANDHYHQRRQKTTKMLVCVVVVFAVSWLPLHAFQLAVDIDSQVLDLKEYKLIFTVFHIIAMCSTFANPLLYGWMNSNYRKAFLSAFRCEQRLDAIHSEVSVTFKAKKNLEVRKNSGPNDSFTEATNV
BB579 growth dn: growth inhibitors of yeast BB579 in restrictive medium, primary screen, yeast lifespan-shortening project, S. cerevisiae; OD615, 48 h; inhibition, % at 10 µM; AID 804, 2007; 140,000 tested, 0.51% active;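 active = inhibition above a set limit, 3 SD over the mean compound inhibition, cut at about 44% in these data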; note: inactives centre near -24
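System: DeaD yeast strain BB579; buffer or medium: CSMM-D dextrose restrictive medium; technique: OD at 615 nm; schedule: 4 h cell preincubation, 48 h compound exposure, 30 °C humidified; doses: single 10 µM dose; controls: amphotericin B 10 µg/mL, positive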
An asterisk follows results filed as active; / = not tested or not shown.

SMILES | MRP1 act | GALR2 antag | Yeast lifespan up | Phagocyt inh | E-sel TNF inh | HCT116 bCat-KO | Measles CPE | PTEN del growth | NPY-Y2 antag | BB579 growth dn
O=c1[nH][nH]c(C(F)(F)F)c1C=Nc1ccccc1Cl | 0.6 | 5 | -6 | / | 46 | 102 | 4 | 99 | 0 | 5
O=S(=O)(Nc1ccc(Cc2ccncc2)cc1)c1ccc(Br)cc1 | -2.5 | 3 | -21 | 4 | -34 | 69 | 8 | 63 | 0 | -39
N/N=C(\c1ccccc1)C12CN3CN(CN(C3)C1)C2 | 0.1 | 3 | -2 | -6 | 28 | 93 | 19 | 94 | 0 | 19
Cc1cc2cc(C(c3nnnn3Cc3ccco3)N3CCc4ccccc4C3)c(=O)[nH]c2cc1C (stereo unspecified) | -1.8 | 9 | 30 | -2 | 0 | 60 | 9 | 73 | 4 | -67
CCc1cc(=O)oc2cc(OCC(=O)N(CC)CC)c(Cl)cc12 | 0.3 | -3 | -13 | 0 | / | 109 | 13 | 110 | -1 | -5
CC(c1ccccc1)N1C(=O)c2ccc(C(=O)NCc3ccco3)cc2C1=O (stereo unspecified) | -1.7 | 1 | -3 | / | 0 | 95 | 10 | 108 | 0 | -25
CC(C)NC(=O)Cn1c(SCC(=O)c2ccc(F)cc2)nc2ccccc21 | -3.0 | 9 | / | / | -12 | 88 | 4 | 93 | 2 | -16
CC(=O)Nc1ccccc1/C=C/c1ccc2c(C)ccc(O)c2n1 | -3.2 | 12 | -3 | -7 | -2 | 18 | 25 | 17 | 1 | -6
Cc1cc(C)c(N(C(=O)Cn2nnc3ccccc32)C(C(=O)NC(C)(C)C)c2ccsc2)c(C)c1 (stereo unspecified) | 1.4 | -4 | 8 | 0 | -23 | 91 | 6 | 79 | 2 | -74
O=C(O)c1cc(S(=O)(=O)N2CCCCC2)sc1Cl | -0.3 | 1 | 1 | -4 | / | 106 | 5 | 95 | 0 | -29
c1ccc(-n2cnnc2SCc2cn3cccnc3n2)cc1 | -3.3 | 7 | -5 | -3 | -6 | 93 | 19 | 107 | 2 | -7
Cc1ccc(CCNC(=O)CS(=O)Cc2nc(-c3cccc(C)c3)oc2C)cc1 (stereo unspecified) | -0.6 | 9 | -2 | -1 | / | 81 | 8 | 80 | 13 | -32
Cc1c(NC(=O)COC(=O)c2cc(-c3cccc4ccccc34)nc3ccccc23)c(=O)n(-c2ccccc2)n1C | 0.9 | -5 | -5 | 0 | -32 | 99 | 7 | 106 | 4 | -22
NC(=O)CSc1nc2sc3c(c2c2ncnn12)CCCC3 | -3.4 | -10 | -25 | 0 | / | 85 | 8 | 106 | 1 | -21
Cc1ccc2[nH]c(=O)c(CN(Cc3nnnn3C3CCCC3)C3CCCCC3)cc2c1 | -2.8 | 8 | -2 | 0 | 4 | 73 | 3 | 93 | 3 | -13
O=[N+]([O-])c1ccc(N2CCNCC2)cc1NCc1cccnc1 | -2.2 | 20 | 3 | 1 | 3 | 93 | 6 | 90 | 2 | -42
CC1CCN(S(=O)(=O)c2ccc(NC(=O)CN3CCN(C)CC3)cc2)CC1 | -2.7 | 2 | -11 | 0 | / | 103 | 26 | 97 | 6 | -44
COc1ccc(Nc2ncc3c(n2)CC(c2ccccc2)CC3=O)cc1 (stereo unspecified) | 2.4 | 4 | -20 | -1 | -17 | 75 | 5 | 88 | 3 | -7
CCN(CC)c1ccc(NC(=O)COc2ccccc2C)cc1S(=O)(=O)Nc1ccccc1OC | -1.1 | 9 | 1 | -3 | / | 87 | 2 | 83 | 4 | -43
COC(=O)c1nc2nc(-c3cccs3)cc(C(F)(F)F)n2n1 | -1.0 | -3 | -3 | 1 | -1 | 85 | 6 | 92 | 2 | -17
CC(C)CCn1nnnc1C(c1ccc(N(C)C)cc1)N1CCN(C(=O)c2ccco2)CC1 (stereo unspecified) | -1.3 | -4 | -4 | -2 | 9 | 91 | / | 92 | 0 | -49
COc1cc(-c2nn3c(C4CCCCC4)nnc3s2)cc(OC)c1OC | -2.7 | -9 | -28 | -1 | 8 | 68 | 20 | 63 | 2 | -24
CC(C)(C)C1CCC(OC(=O)CN2CCOCC2)CC1 (stereo unspecified) | -0.2 | 0 | 3 | 0 | 11 | 91 | 2 | 87 | 3 | -1
c1ccc(-c2csc(N3CCN(c4ccccn4)CC3)n2)cc1 | -0.5 | -10 | -9 | -2 | -4 | 83 | 3 | 87 | 2 | 10
CCCc1nc(S(=O)(=O)Cc2ccc(Cl)cc2Cl)n[nH]1 | -0.2 | 1 | 2 | 1 | -3 | 102 | 7 | 104 | 1 | -52
Cc1ccc(N2C(=O)C3CC(c4ccccc4)=C4C5C=CC(C6C(=O)N(c7ccc(C)cc7C)C(=O)C56)C4C3C2=O)c(C)c1 (stereo unspecified) | 3.1 | 0 | -4 | -1 | -10 | 92 | 9 | 79 | -3 | -8
COc1ccc(Cl)cc1NC(=O)CSc1nnc(COc2ccccc2)n1N | 7.8* | 5 | 4 | -1 | 7 | 94 | 8 | 85 | 2 | -20
COC(=O)c1cc(COc2ccc3ccc(=O)oc3c2)c(C)o1 | -1.1 | -1 | -25 | -1 | 4 | 86 | 11 | 90 | 2 | -4
Cc1nnc2ccc(N3CCN(c4ccccn4)CC3)nn12 | -0.6 | 9 | -6 | 0 | 9 | 96 | 18 | 91 | 2 | -21
O=C(Cn1cc(C(=O)c2ccco2)c2ccccc21)Nc1ccccc1 | -1.3 | -5 | -17 | -1 | 14 | 61 | 8 | 54 | -2 | -16
CCOC(=O)N1CCN(C(=O)c2ccc3c(=O)n(-c4ccc(OC)cc4OC)c(=S)[nH]c3c2)CC1 | -3.2 | -4 | -27 | / | 2 | 59 | 2 | 64 | 1 | -36
COc1ccc(N/C=C\C(=O)c2ccc3c(c2)OCO3)cc1OC | -2.2 | 1 | 5 | 3 | 10 | 91 | 7 | 96 | 0 | -19
COc1ccc(/C=N/N=C2/NC(=O)C(CC(=O)O)S2)cc1OCc1ccc(Cl)cc1Cl (stereo unspecified) | 2.5 | -6 | 1 | -7 | -10 | 86 | 26 | 92 | 4 | -21
CCOC(=O)/C(C#N)=C(C)/C=C1\Sc2ccccc2N1CC | -4.1 | 4 | 0 | -5 | -17 | 55 | 2 | 36 | 1 | -49
N[C@@]12CCc3nonc3[C@]1(O)CC(c1ccccc1)=[N+]2[O-] | -0.2 | -1 | -4 | 0 | 49 | 87 | 23 | 98 | 4 | -1
Cc1ccc(C(=O)C2CCN(CC(=O)Nc3ccc4c(c3)OCCO4)CC2)cc1 | -1.1 | -12 | -10 | / | -25 | 66 | 4 | 68 | 6 | -27
Clc1c(-c2nnc3n2CCC3)sc2ccccc12 | -0.9 | 9 | -14 | 0 | -40 | 109 | 3 | 98 | 0 | -32
COc1ccc(CNC(=O)C(OC(=O)c2ccco2)c2ccc(OC)cc2)cc1 (stereo unspecified) | -2.4 | 2 | / | / | 7 | 92 | -1 | 93 | 6 | -48
CNC(=O)C1CCCN1S(=O)(=O)c1ccc(OC)cc1 (stereo unspecified) | -1.0 | 13 | -7 | 0 | -26 | 105 | 9 | 96 | 2 | 1
O/N=C(\c1ccc(Cl)cc1Cl)c1ncc(C(F)(F)F)cc1Cl | -4.7 | -3 | 1 | 2 | -4 | 78 | 3 | 74 | 11 | -35
CC1(C)OC(=O)C2(Cc3ccccc3N3CCCCC32)C(=O)O1 (stereo unspecified) | -0.2 | 7 | -2 | -1 | -3 | 100 | 3 | 103 | -1 | -6
COC(=O)c1c(NC(=S)Nc2ccc(CC(=O)O)cc2)sc(C)c1C | 0.2 | 4 | 4 | 1 | -18 | 93 | 2 | 102 | -2 | -15
CCCCOC(=O)Nc1ccccc1C(=O)OC | -2.2 | 2 | -28 | / | 5 | 96 | 3 | 92 | 0 | -39
COc1ccc(CNC(C)(C)C)cc1Cl | -1.3 | 1 | 2 | / | 9 | 70 | 5 | 85 | 0 | -20
Cc1c(Cl)cccc1N1C(=O)C(N2C(=O)c3cccc([N+](=O)[O-])c3C2=O)C1c1cccs1 (stereo unspecified) | -3.0 | 3 | -8 | / | 1 | 92 | 3 | 97 | 0 | -29
Cc1cc(C(F)(F)F)c(C#N)c(=O)[nH]1 | 0.1 | 7 | / | / | -18 | 97 | 3 | 98 | 5 | 1
O=C(CSc1nnc(C2CC2)n1Cc1ccccc1)N1CCN(S(=O)(=O)c2ccccc2)CC1 | -3.3 | -7 | 1 | 1 | / | 86 | 20 | 86 | 0 | -37
CC1(C)C(=O)N(OCc2ccccc2)C(C)(C)C(=O)N1OCc1ccccc1 | -0.6 | 3 | -3 | / | -19 | 86 | 2 | 93 | 5 | -14
CC(CCO)Nc1nc2c(c(=O)n(C)c(=O)n2C)n1Cc1cccc(Br)c1 (stereo unspecified) | -1.6 | 0 | -1 | 1 | 8 | 93 | 6 | 87 | 1 | -18
CCCOc1ccccc1N1C(=O)CC(N2CCOCC2)C1=O (stereo unspecified) | -1.2 | 6 | -20 | / | 31 | 88 | 36 | 93 | 1 | -27
Cc1ccc(-c2nnn(CC(=O)N(c3ccccc3)C(C(=O)NC(C)(C)C)c3cccs3)n2)o1 (stereo unspecified) | -2.1 | -3 | / | / | -11 | 91 | 12 | 99 | 2 | -52
CCOC(=O)C1=C(c2cccc(F)c2)NC(=S)NC1C (stereo unspecified) | -2.9 | 6 | 5 | -1 | -10 | 94 | 9 | 95 | 3 | -18
CCOC(=O)c1ccc(Nc2ccc(-c3ccc(OC)c(OC)c3)nn2)cc1 | -4.7 | 15 | -10 | 0 | / | 76 | 3 | 73 | 0 | -36
Cc1ccc(C)c(N=C2CCCN2Cc2ccccc2)c1C#N | -4.1 | 0 | / | / | -3 | 63 | 7 | 73 | 9 | -22
COc1cccc(-c2nnc(-c3ccc(C(F)(F)F)cc3)o2)c1 | 0.3 | -4 | / | / | 23 | 87 | 35 | 92 | 14 | -29
Cc1nc(SCC(=O)Nc2cc(C)on2)c2c3c(sc2n1)CCCC3 | -1.8 | -4 | 2 | / | 15 | 94 | 8 | 100 | 5 | -60
Cc1cc(Cl)ccc1OCCCC(=O)Nc1cccnc1 | 1.2 | 11 | -24 | 0 | -25 | 94 | 3 | 97 | 1 | -40
